PPARg SRC-2 ag: agonists of SRC-2 recruitment by human PPARgamma; P37231; PPARgamma LBD-SRC-2 recruitment, biochemical; activation, % at 8 µM; hit rate 0.34% among 200,000; AID 1032; in the data active means activation above about 22%;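 further: 0% = vehicle and 100% = reference agonist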
STAT3 blocker: inhibitors of IL-6 induced STAT3 signaling | U3A cells, IL-6 STAT3-luciferase reporter, luminescence; host cell line lacks STAT1 | hit rate 0.89% among 190,000 | inhibition, % at 5.5 µM;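 active means inhibition above the mean inhibition across all screened compounds plus 3 SD, cut at about 44% in these data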;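 further: 0% = DMSO only wells and 100% = 100 µM nifuroxazide control wells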
PPARg SRC1 recr: agonists of human PPARgamma SRC-1 coactivator recruitment; AID 631; PPARgamma-SRC-1 coactivator recruitment biochemical assay; activation, % at 8 µM; hit rate 0.41% among 200,000; in the data active means activation above about 19%;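 further: 0% = DMSO and 100% = reference agonist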
bIAP inhibitor: blocks bovine intestinal alkaline phosphatase activity; purified bovine IAP, CDP-star luminescence, 30 min; inhibition, % at 20 µM; 190,000 tested, under 10 active;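 active means over 50% inhibition of intestinal alkaline phosphatase at 20 µM in the single-dose screen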
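Incubation: 30 min reaction at room temperature / Material: purified bovine intestinal alkaline phosphatase (IAP) enzyme / Input: enzyme at 1/65,000,000 dilution / Dosing: 20 µM single dose / Signal: CDP-star luminescence signal / Reagent: CDP-star chemiluminescent phosphatase substrate, 30 µM final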
STAT1 blocker: inhibitors of IFN-gamma induced STAT1 signaling | inhibition, % at 5.5 µM | hit rate 0.35% among 200,000 | NIH 3T3 STAT1-luciferase reporter, luminescence;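 active means inhibition above a set limit, the mean inhibition across all tested compounds plus 3 SD, cut at about 34% in these data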;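 further: 0% = IFN-gamma with DMSO and 100% = IFN-gamma with 300 µM nifuroxazide; values of inactives mirror those of a sister screen read the other way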
bIAP activator: intestinal alkaline phosphatase (bovine) activation | purified bovine IAP, CDP-star luminescence, 30 min; active compounds read high; fold of DMSO-control signal, blank-subtracted | activation factor at 20 µM | hit rate 0.17% among 200,000 | AID 1016;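 active means activation factor of 2 or more at 20 µM, a signal rise over negative controls twice the positive control's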
SRC2 TRFRET art: TR-FRET artefact, counter-screen to PPARgamma/SRC-2 agonist assay; hit rate 0.4% among 200,000; AID 1049; active compounds read high; TR-FRET ratio at 8 µM; in the data active means TR-FRET ratio above about 2000; further: inactives centre near 1500
PPARg SRC3 recr: PPARgamma-driven SRC-3 recruitment agonism; P37231; biochemical PPARgamma/SRC-3 coactivator recruitment assay; activation, % at 8 µM; hit rate 0.26% among 200,000; AID 731; in the data active means activation above about 23%;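 further: 0% = DMSO and 100% = reference agonist; some compounds past the cut are filed as inactive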
ROMK primary: modulators of human ROMK potassium channel. AID 1918. Tet-inducible ROMK, thallium flux fluorescence; actives lie on both sides. B-score at 10 µM. hit rate 2% among 130,000. P48048;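 active means signal ratio slope over the read window, or its plate-corrected B-score, at least 3 SD from the plate mean, either direction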;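 further: B-score of the F/F0 ratio slope over 7 to 12 s after thallium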
Target sequence (P48048 whole entry, looked up): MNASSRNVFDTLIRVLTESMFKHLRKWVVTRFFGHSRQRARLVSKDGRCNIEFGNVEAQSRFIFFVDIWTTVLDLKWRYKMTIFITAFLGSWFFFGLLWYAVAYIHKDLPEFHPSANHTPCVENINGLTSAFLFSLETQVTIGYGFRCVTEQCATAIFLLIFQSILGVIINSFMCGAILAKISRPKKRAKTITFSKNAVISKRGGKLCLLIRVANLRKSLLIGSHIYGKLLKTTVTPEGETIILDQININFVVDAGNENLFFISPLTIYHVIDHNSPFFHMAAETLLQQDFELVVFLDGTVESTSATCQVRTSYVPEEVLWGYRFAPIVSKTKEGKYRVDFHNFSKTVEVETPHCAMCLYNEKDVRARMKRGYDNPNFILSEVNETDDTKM
STAT3 activator: STAT3 signaling activation; U3A cells, IL-6 STAT3-luciferase reporter, luminescence; 100% = signal with IL-6 EC80 alone; activation (% of control), % at 5.6 µM; hit rate 0.91% among 190,000; AID 871;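 active means activation above the screen-wide mean of compound activation plus 3 SD, cut at about 130% in these data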;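 further: 0% = background luminescence of wells with medium and substrate only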
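Test system: Human STAT1-deficient U3A cells with stable STAT3-luciferase reporter | Also added: Interleukin-6, 33 ng/mL | Timing: Compound pre-incubation 1 h before IL-6, then 6 h stimulation at 37 °C | Technique: Luciferase reporter luminescence | Read-out: Percent of IL-6-only median luminescence | Benchmarks: IL-6-only wells as 100% reference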
TNAP act hi DEA: TNAP (human) activation, high acceptor; purified TNAP, CDP-star luminescence, 1 M DEA, 30 min; active compounds read high; 0 = EDTA background, 1 = DMSO-only activity; activation factor at 20 µM; 200,000 tested, under 10 active; AID 1136;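 active means activation factor at least 2 at 20 µM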
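Dosing: 20 µM single point. System: human TNAP. Amount: TNAP 1/800 final. Incubation: 30 min, room temperature. Read-out: TNAP activation factor scaled between EDTA and DMSO control wells. Signal: luminescence from CDP-star hydrolysis. Medium: 1 M DEA, pH 9.8, Mg2+, Zn2+. Control set: EDTA negative control, DMSO positive control.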
Starred values were filed as active, the others as inactive; . = no result given.

SMILES	PPARg SRC-2 ag	STAT3 blocker	PPARg SRC1 recr	bIAP inhibitor	STAT1 blocker	bIAP activator	SRC2 TRFRET art	PPARg SRC3 recr	ROMK primary	STAT3 activator	TNAP act hi DEA
O=C(CSc1nnc(-c2cccs2)o1)N1CCCc2ccccc21	18	8	-5	11	-5	0.9	1766	12	.	98	1.1
Cc1ccc(CNC(=O)CCS(=O)(=O)c2ccc(C)cc2)cc1	1	7	7	-13	1	1.1	1287	1	-0.8	97	1
S=C1Nc2cc(Cl)ccc2Sc2ccccc21	3	-8	5	4	4	1	1622	5	.	105	1
COCCN(C(=S)Nc1ccccc1C)C(C)c1cccs1 (centres undefined)	2	0	0	8	8	0.9	1563	3	.	100	1.1
O=C(COC(=O)CNC(=O)c1ccc2c(c1)OCO2)Nc1ncc(Cl)cc1Cl	-5	3	-6	-10	1	1.1	1421	-2	-0.44	99	1
O=C(CSc1ccc(-c2ccccc2)nn1)N1CCOCC1	1	2	0	5	-1	0.9	1534	0	.	102	1
CCOC(=O)C1CCN(C(=O)CS(=O)Cc2nc(-c3ccc(C)cc3)oc2C)CC1 (centres undefined)	7	18	-6	-8	1	1.1	1702	10	.	92	1.1
CCCN1C(=O)/C(=C/c2c(NCCCOCC)nc3c(C)cccn3c2=O)SC1=S	2	2	0	18	1	0.8	1529	16	-2	99	1
O=C(N1CCOCC1)N(CCN1CCOCC1)Cc1cccc(Cl)c1	13	-3	9	10	-1	0.9	1431	8	.	103	1.1
Cc1cccc(Nc2ncnc3nc[nH]c23)c1C	11	6	-4	20	2	0.8	1417	10	.	99	1
Cc1ccc(C(=O)N/C(=C/c2ccc(-c3cccc([N+](=O)[O-])c3)o2)C(=O)NC(C)C)cc1	3	4	0	-3	-2	1	1555	-5	-0.46	103	1.1
O=C(Cc1cccs1)Nc1cccc(-c2nc3cc4ccccc4cc3[nH]2)c1	6	9	-1	-23	-107	1.2	1479	7	-0.15	100	0.9
Cc1c(Br)c([N+](=O)[O-])nn1CC(=O)NCc1cccnc1	3	4	4	4	8	1	1432	-4	-0.3	101	1
CC(C)(C)c1nc2ccccc2c(=O)n1N1C(=O)c2ccccc2C1=O	11	4	3	4	16	1	1609	5	.	99	1
O=C(NCCO)c1cccc(S(=O)(=O)N2CCCCC2)c1	-18	0	2	-7	2	1.1	1527	-3	.	102	1.1
CCNC(=S)NNC(=O)c1ccoc1C	9	15	1	-19	7	1.2	1601	-4	.	95	1
Cc1cc(CNC(=O)Cn2cc([N+](=O)[O-])cn2)c2ccccc2n1	-1	2	1	-14	1	1.1	1575	1	0.74	99	1
O=C(c1ccc(Cl)cc1)c1c[nH]c(C(=O)NNc2ccccc2)c1	4	11	6	9	3	0.9	1571	9	-0.36	98	1.1
O=C(NCc1ccco1)c1ccc(S(=O)(=O)N2CCCCC2)cc1	1	14	8	6	3	0.9	1658	-1	-0.34	95	1
CC1(C)Oc2ccc(C(=O)N3CCOCC3)cc2N(CC(=O)N2CCOCC2)C1=O	-7	-5	-1	0	-2	1	1703	1	.	106	1.1
CC1(C(=O)NC2CCCCC2)CCC(=O)N1Cc1cccs1 (centres undefined)	1	3	1	5	4	0.9	1465	8	.	102	1
O=C1NC(=O)/C(=C\c2ccc(Oc3cnccn3)cc2)S1	-4	-35	0	-3	-43	1	1458	-4	-1.2	129	1
Brc1ccc(OCc2nnnn2-c2ccccc2)cc1	7	25	2	.	-3	0.4	1354	0	-0.84	85	1
CCOC(=O)N1CCN(C(=O)C(CC)c2ccccc2)CC1 (centres undefined)	-1	11	-2	4	6	1	1747	2	0.67	93	1.1
CCOC(=O)C1=C(C)N(CCO)C(=O)NC1c1cccc(O)c1 (centres undefined)	8	2	-3	8	5	0.9	1292	0	.	99	1
O=C(c1cc2cc(Br)cc(Br)c2oc1=O)N1CCCc2ccccc21	-11	4	-3	10	1	0.9	1638	3	.	101	1
Cc1cc(N2CCN(c3ccccc3)CC2)n2ncnc2n1	-2	27	-10	3	5	1	1555	0	0.96	79	1.1
COc1ccc(C(CNC(=O)c2cc(=O)[nH]c3ccccc23)N2CCCC2)cc1 (centres undefined)	5	6	6	-3	5	1	1672	-8	.	98	1.1
O=c1nc2n(c3cccc(Cl)c13)CCCCC2	2	6	3	6	1	0.9	1495	0	-0.45	102	1
CCCCNC(=O)Cc1coc2ccc3ccccc3c12	6	5	3	11	5	0.9	1600	3	.	99	1.1
COC(=O)c1cc(NC(=O)c2cccc(F)c2)cc(C(=O)OC)c1	0	22	-4	-2	6	1	1498	-3	.	84	1
Cc1cc(NC(=O)CCc2ccc(S(=O)(=O)N3CCOCC3)cc2)n(-c2ccccc2)n1	-8	10	-2	18	27	0.8	1353	-15	.	94	1.1
O=[N+]([O-])c1cccc(-c2nc3ccc([N+](=O)[O-])cc3[nH]2)c1	11	26	-2	-4	-22	1	1635	4	-2.8	82	1
COc1cccc(OCCCOc2ccc([N+](=O)[O-])cc2Cl)c1	5	10	3	32	9	0.7	1572	4	-0.26	98	1
CC1CCC(C(C)C)C(OCC(O)CN2CCCC(C)C2)C1 (centres undefined)	2	4	8	6	7	0.9	1736	0	-1.9	103	1.1
CCOc1ccc(NC(=O)N(C2CCCCC2)C(C)c2cccnc2)cc1 (centres undefined)	-1	11	7	-20	-3	1.2	1787	10	.	98	1
CC(=O)NC(CCS(C)(=O)=O)C(=O)Nc1ccccc1Cl (centres undefined)	0	0	-4	1	-1	1	1452	8	.	103	1
Nn1c(SCC(=O)Nc2ccccc2F)nc2ccccc2c1=O	12	43	8	8	15	0.9	1580	7	.	66	1
Cc1cc([N+](=O)[O-])nn1Cc1c(F)c(F)c(F)c(F)c1F	2	12	1	-5	2	1.1	1657	9	.	99	1.1
Cc1ccccc1C(=O)N[C@H](C(=O)OCC(=O)c1ccc[nH]1)C(C)C	-12	12	-5	3	11	1	1497	-3	.	89	1
O=C(O)C1CC=CCC1C(=O)NCCc1csc(-c2ccccc2)n1 (centres undefined)	12	-2	-6	16	-6	0.8	1459	-1	0.025	102	1
CCCN1C(=O)CC(c2ccco2)Sc2ccccc21 (centres undefined)	5	6	8	11	1	0.9	1621	5	0.028	98	1
COc1cc(OC)c2c(OC)cccc2n1	4	7	2	-4	5	1	1565	-3	-0.96	94	1
O=C(Nc1ncc(Cl)cn1)c1cccs1	6	-4	-1	6	-18	0.9	1457	-5	.	105	1
N/C(=N\OC(=O)c1cccc(F)c1)c1ccccc1	1	-6	5	-7	-73	1.1	1702	-8	.	116	1
Cc1cc(Cl)c(OCCCSc2nc(C)cc(=O)[nH]2)c(Br)c1	-3	2	2	15	-6	0.9	1534	0	.	100	1
O=C(NNC(=O)c1ccc([N+](=O)[O-])cc1)c1ccncc1	-9	0	1	19	1	0.8	1536	-1	-0.68	103	1
Cc1cc([N+](=O)[O-])c(C)cc1-c1ccc(/C=N/NC(=O)c2cccnc2)o1	-3	5	8	-1	-7	1	1414	1	-0.034	97	1
Fc1ccc(OCc2nnc(SCCN3CCOCC3)o2)cc1	2	2	-3	8	4	0.9	1627	8	.	102	1.1
S=C(NCCC1=CCCCC1)NCc1ccco1	10	12	0	21	11	0.8	1490	6	-1.2	94	1.1
COc1ccccc1-c1nnc(SCC(=O)O)n1-c1ccc(C)cc1	1	-5	6	-2	-2	1	1691	2	-0.038	112	1
O=C(Nc1ccc(N2CCN(C(=O)c3cccs3)CC2)c(Cl)c1)c1ccco1	1	-4	-2	12	0	0.9	1532	-11	.	104	1
